Screens deposited in PubChem BioAssay by National Center for Advancing Translational Sciences (NCATS).
TRHR agonist: qHTS for Small Molecule Agonists and Allosteric Enhancers of Human TRH Receptor: Primary Screen for Agonists; Thyrotropin-releasing hormone receptor (Homo sapiens), P34981; activation, % at 2 µM; TRHR cells, calcium flux fluo-8, FDSS agonist mode; actives 0.18% (n = 360,000); in the data active means activation above about 30%; further: 0% is about no effect
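TRHR-expressing cells, plated overnight in medium with 10% serum, were loaded with fluo-8 calcium dye at room temperature. After a 10 s baseline, library compound was pin-added and calcium release was recorded kinetically (ex 480/em 530) as agonist response.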
ERG-DNA inh: qHTS for Small Molecule Inhibitors of the ERG Ets/DNA interaction; Transcriptional regulator ERG (Homo sapiens), P11308; fluorescence polarization, His-ERG Ets domain / labelled DNA; actives 0.028% (n = 370,000); Potency, µM (doses to about 76.9 µM), for the others: at the highest dose FP activity, negative = inhibition, hits mostly inhibitors; active means well fitted inhibition curve with a large enough effect in the polarisation, with a control signal flat; inconclusive means small, poorly fitted or top-dose-only effect, or effect the other way, or a change in a side signal; inactive means no such curve, though single readings can be large or run the other way; the % refers to the polarisation;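 further: polarization taken with two DNA probes labelled with fluorescein and Texas red; potency means the concentration at half of the fitted maximal effect; % of control where 0% means no effect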
Target sequence (P11308 whole entry, looked up, the tested form may be a part): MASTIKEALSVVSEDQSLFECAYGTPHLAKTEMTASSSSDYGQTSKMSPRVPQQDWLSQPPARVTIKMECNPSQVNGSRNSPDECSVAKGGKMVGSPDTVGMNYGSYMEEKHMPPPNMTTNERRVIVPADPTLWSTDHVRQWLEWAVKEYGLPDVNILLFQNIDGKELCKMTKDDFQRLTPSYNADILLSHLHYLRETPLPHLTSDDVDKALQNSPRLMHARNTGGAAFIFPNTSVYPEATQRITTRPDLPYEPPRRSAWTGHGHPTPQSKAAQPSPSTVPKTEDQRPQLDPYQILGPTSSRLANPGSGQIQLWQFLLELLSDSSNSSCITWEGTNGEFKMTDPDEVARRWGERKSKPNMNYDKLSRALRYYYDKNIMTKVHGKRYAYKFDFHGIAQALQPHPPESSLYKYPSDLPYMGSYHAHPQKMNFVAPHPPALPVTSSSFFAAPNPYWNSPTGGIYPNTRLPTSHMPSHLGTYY
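His-tagged ERG Ets domain (1 uM in the protein solution; 300mM KCl, 50mM Tris-HCl, 1mM EDTA, 1mM DTT, pH 7.5) received compound, then a probe mix of 5 nM fluorescein-DNA and 100nM Texas-615-DNA. Fluorescence polarization was read for both dyes.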
APE1 inh: qHTS Assay for Inhibitors of the Human Apurinic/apyrimidinic Endonuclease 1 (APE1); recombinant APE1, TAMRA/BHQ-2 abasic DNA cleavage fluorescence; Potency, µM (series often up to 65.8 µM), inactives show at the top dose activity change, negative = inhibition, actives largely listed as inhibitors; AID 2517, 2012; actives 0.35% (n = 350,000);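 further: potency means the concentration at half of the fitted maximal effect; plate controls were vehicle for no effect and reference inhibitor for full effect; nearly all actives have a fitted effect of over 55% in size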
Target sequence (P27695 whole entry, looked up): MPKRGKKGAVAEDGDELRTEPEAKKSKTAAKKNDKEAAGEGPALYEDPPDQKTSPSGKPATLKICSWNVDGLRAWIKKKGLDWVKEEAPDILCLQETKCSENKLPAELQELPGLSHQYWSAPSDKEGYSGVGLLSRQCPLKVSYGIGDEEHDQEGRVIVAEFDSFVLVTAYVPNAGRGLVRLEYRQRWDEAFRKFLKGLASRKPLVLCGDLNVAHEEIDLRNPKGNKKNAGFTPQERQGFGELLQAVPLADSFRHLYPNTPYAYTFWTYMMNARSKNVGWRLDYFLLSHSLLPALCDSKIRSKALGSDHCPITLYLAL
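Enzyme (0.75 nM final) and test compound are incubated 15 min at room temperature before adding 50 nM quenched THF abasic-site duplex. Cleavage dequenches TAMRA, followed at 525/598 nm over three reads one minute apart.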
Pol iota inh: qHTS for Inhibitors of Polymerase Iota. Pol iota fluorescent replication assay, 10 min. Potency, µM (doses to about 115 µM), inactives show at the highest dose activity, negative = inhibition, hits mostly inhibitors. AID 588590, 2011. DNA polymerase iota (Homo sapiens), Q9UNA4. actives 1% (n = 390,000); further: potency means the concentration at half of the fitted maximal effect
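Pol iota at 10 nM preincubated 15 min with compounds at room temperature; reaction started with fluorescent substrate, 50 nM final. Fluorescence read kinetically at 0 and 10 min; buffer-only wells as negative control.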
Anesthetic bind: qHTS Assay for Identification of Novel General Anesthetics; apoferritin/1-aminoanthracene competitive binding, fluorescence; Potency, µM (series often up to 77.5 µM), without a hit: at the highest dose activity change, negative = displacement, actives largely listed as inhibitors; actives 0.074% (n = 350,000); Ferritin light chain (Equus caballus), P02791; AID 485281, 2010; further: potency means the concentration at half of the fitted maximal effect; on the % scale 0 is the no-effect control and ±100 the full control effect; nearly all actives have a fitted effect of over 20% in size
Target sequence (P02791 2-175 limits assumed): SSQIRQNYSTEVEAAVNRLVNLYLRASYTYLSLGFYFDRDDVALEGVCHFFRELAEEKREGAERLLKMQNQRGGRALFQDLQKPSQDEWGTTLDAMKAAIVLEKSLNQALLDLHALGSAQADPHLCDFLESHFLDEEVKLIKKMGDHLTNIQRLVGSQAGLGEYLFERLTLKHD
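Apoferritin-based anesthetic binding model; compound displacement of fluorescent 1-AMA measured as endpoint fluorescence after 10 minutes at room temperature, scaled to free-ligand and complex controls.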
12-LOX inh: Primary qHTS assay for inhibitors of human arachidonate 12S-lipoxygenase (ALOX12): Round 2 | Polyunsaturated fatty acid lipoxygenase ALOX12 (Homo sapiens), P18054 | purified 12hLO, xylenol orange hydroperoxide absorbance | Potency, µM (top dose mostly 108 µM), for the others: at the top dose activity change, negative = inhibition, usual class: inhibitors | actives 1.1% (n = 580,000) | AID 1671190, 2021; further: potency means the concentration at half of the fitted maximal effect; on the % scale 0 is the no-effect control and ±100 the full control effect
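Hydroperoxide product was detected by ferrous iron/xylenol orange as the 573 to 405 nm absorbance ratio. Arachidonic acid at 40 uM (final) was turned over for 30 min at room temperature by 150 nM human 12hLO, pH 7.0 Hepes buffer, after 15 min compound preincubation.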
POLB inh: qHTS Assay for Inhibitors of DNA Polymerase Beta; P06746; Pol beta primer extension/strand displacement, fluorescence kinetic; Potency, µM (doses to about 114 µM), for the others: at the highest dose activity change, negative = inhibition, actives largely listed as inhibitors; actives 1.3% (n = 340,000); AID 485314, 2010; further: potency means the concentration at half of the fitted maximal effect; on the % scale 0 is the no-effect control and ±100 the full control effect
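Preincubation: enzyme (10 nM) with compound, 15 min, RT. Reaction: substrate added to 50 nM final. Reads: 0 and 10 min. Analysis: normalized, Hill fit.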
BLM inh: qHTS Assay for Inhibitors of Bloom's syndrome helicase (BLM); Potency, µM (series often up to 56.1 µM), inactives show at the top dose activity change, negative = inhibition, most hits filed as inhibitors; RecQ-like DNA helicase BLM (Homo sapiens), P54132; actives 0.2% (n = 350,000); AID 2528, 2010; recombinant BLM DNA unwinding, fluorescence dequenching;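 further: potency means the concentration at half of the fitted maximal effect; plate controls were vehicle for no effect and no enzyme for full effect; nearly all actives have a fitted effect of over 35% in size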
POLK inh: qHTS for Inhibitors of Polymerase Kappa; DNA polymerase kappa (Homo sapiens), Q9UBT6; purified Pol kappa, fluorescent DNA synthesis assay, 10 min; Potency, µM (titrated, usually from 107 µM), for the others: at the top dose activity, negative = inhibition, hits mostly inhibitors; actives 0.53% (n = 400,000); AID 588579, 2011; further: potency means the concentration at half of the fitted maximal effect; on the % scale 0 is the no-effect control and ±100 the full control effect
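First, compounds were pin-transferred onto 10 nM Pol kappa. After 15 min at room temperature, substrate was added to 50 nM final. Fluorescence was then measured kinetically at 0 and 10 min.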
* hit, by the source's call; ? = inconclusive; nt = not tested or not shown; & = joins results of further samples; [ ] = dose if it differs, or a comment. Unless noted, the call rests on the fitted dose curve; in most records, active means well fitted curve in the direction sought with a large enough effect; inconclusive means small, poorly fitted or top-dose-only effect, or another doubt; inactive means no such curve, though single readings can be large; an effect the other way counts as inactive or inconclusive. A portion of the library; the hit share may differ from the screen's.

SMILES | TRHR agonist | ERG-DNA inh | APE1 inh | Pol iota inh | Anesthetic bind | 12-LOX inh | POLB inh | BLM inh | POLK inh
COCCNC(=O)Cn1nc(-c2ccccc2OC)ccc1=O | 0.5 | 4% | -2% | 17% | -12% | 12% | 30% | 2% | -5%
O=C(C1COc2ccccc2O1)N1CCOCC1 (stereo not given) | 0.5 | 2% | -1% | -5% | -16% | 0% | 31% | -5% | 0%
OC(c1cc(C(F)(F)F)nc2c(C(F)(F)F)cccc12)C1CCCCN1 (stereo not given) | -0.4 | ? | 22%&9% | 5% | -10% | ? | nt | -11% | 6%
COc1ccc(N2CCN(C3CCCN(C(=O)C4=C(C)OCCO4)C3)CC2)cc1 (stereo not given) | 0.4 | -1% | ? | 13% | -3% | 0% | 5% | -1% | -6%
Cn1ncc2c(N3CCN(c4ccccc4Cl)CC3)ncnc21 | -0.4 | -7% | nt | -14% | 13% | -19% | 3% | -6% | -7%[60.1 µM]
O=C(NCc1ccccc1)C(c1c(F)cccc1Cl)N(C(=O)c1csnn1)C1CC1 (stereo not given) | -0.9 | 12% | 4% | 1% | 2% | 12% | 6% | -2% | -9%
CC(C)CNC(=S)NNC(=O)c1nn(C)cc1Cl | 0.2 | -6% | 6% | 22% | -4% | -18% | 5% | 5% | -8%
O=S(=O)(c1ccccc1)C1CC1(c1ccccc1)c1ccccc1 (stereo not given) | nt | 0% | nt | 16% | nt | -7% | nt | nt | -13%
Cc1sc2ncn(CC(=O)Nc3cccc(S(N)(=O)=O)c3)c(=O)c2c1-c1ccccc1 | 0.1 | 12% | 0% | -16% | ? | -15% | -2% | -13% | -11%
CC(=O)c1nn(-c2ccc(OC(F)(F)F)cc2)nc1Nc1ccc(C)cc1 | 2.1 | -4% | nt | 19% | 11% | -6% | 4% | 1% | -20%
Cc1ccc(S(=O)(=O)CCC(=O)Nc2nccs2)cc1 | 0.2 | -8% | 3% | 2% | -7% | 17% | -2% | -13% | -6%
CC(C)NC(=O)NC(=O)CSc1ccc(S(=O)(=O)N2CCOCC2)cn1 | -1.1 | -6% | 1% | 8% | nt | -22% | nt | nt | -16%
CCC(C)n1c(SC(C)C#N)nc2ccccc2c1=O (stereo not given) | -0.7 | -1% | 0% | 13%&33% | ? | -3% | 4% | -5% | 0%&-8%
Cc1ccc(C)c(NC(=O)COC(=O)c2nc(Cl)ccc2Cl)c1 | -1.7 | -10% | -4% | 14% | nt | 176%[activator] | nt | nt | 6%
O=C(CSc1nnnn1-c1cccc2c1CCCC2)NC1CCCC1 | -0.9 | 4% | -1% | 11% | -10% | 3% | 22% | -3% | 5%
COc1ccc(C)cc1NC(=O)CCNS(=O)(=O)c1cccc2nonc12 | -0.5&-0.4 | 16%&8% | 80% | 13%&29% | -1%&0% | -20%&-3% | -12%&17% | -1%&2% | 6%&4%
CCOC(=O)Cc1csc(N/N=C/c2ccccc2)n1 | 0.4 | -3% | 16% | -14% | -15% | -12% | 31% | -4% | -3%
CCCOc1ccccc1C(=O)NC(CO)C(=O)O (stereo not given) | 0.1 | -6% | -2% | -8% | -3% | -8% | 24% | -6% | -4%
c1ccc(OCCSc2nc3ccccc3[nH]2)cc1 | -0.2 | 11% | -5% | -9% | -17% | -5% | -8% | -4% | -11%
CC1Cc2nc(SCC(=O)NCC3CCCO3)n(-c3ccc(F)cc3)c(=O)c2S1 (stereo not given) | 0.2 | 3% | 5% | 24% | 0% | 1% | 41% | -1% | -7%

The list goes on; the last 2 above are carried over.
SMILES | TRHR agonist | ERG-DNA inh | APE1 inh | Pol iota inh | Anesthetic bind | 12-LOX inh | POLB inh | BLM inh | POLK inh
c1ccc(OCCSc2nc3ccccc3[nH]2)cc1 | -0.2 | 11% | -5% | -9% | -17% | -5% | -8% | -4% | -11%
CC1Cc2nc(SCC(=O)NCC3CCCO3)n(-c3ccc(F)cc3)c(=O)c2S1 (stereo not given) | 0.2 | 3% | 5% | 24% | 0% | 1% | 41% | -1% | -7%
O=C(O)CCC(C(=O)O)n1c(O)c(C2=c3ccccc3=NC2=O)sc1=S (stereo not given) | 0.1 | -2% | ? | ? | -8% | -71% | 21% | -4% | -11%
O=C(NC1CCCc2ccccc21)C1CCN(c2nnc(-n3cccc3)s2)CC1 (stereo not given) | -1.5 | -5% | -9% | ? | 6% | -11% | ? | -7% | -5%
Cc1cc(C)nc(SCc2ccc(C(=O)N/N=C3\CC(C)CC(C)(C)C3)cc2)n1 (stereo not given) | -0.1 | -8% | 10% | 15% | -2% | 9% | -3%[57.1 µM] | 4% | -16%
COc1cc(C2CC(=O)Oc3cc(C)c(Cl)c(C)c32)cc(OC)c1OC (stereo not given) | nt | -12% | -15% | -20% | nt | -22% | nt | nt | -10%
O=C(CO/N=C/c1ccccc1Cl)N1CCCc2ccccc21 | 0.3 | 6% | 3% | 12% | -22% | -26% | -11%[57.1 µM] | -5% | 4%
Cc1[nH]nc2c1C1(CCN(Cc3ccccc3)CC1)C(C#N)=C(N)O2 | -1.6 | -5% | 0% | ? | -8% | -29% | 0% | -5% | -10%
COc1ccc(/C=C/C(=O)N2CCN(c3ccccn3)CC2)c(OC)c1OC | -0.6 | 8% | 5% | 9% | -9% | 5% | -1% | -5% | -3%
Cc1occc1-c1nnc(SCC(=O)Nc2nc3ccccc3s2)o1 | -0.7 | -3% | 1% | -6%[58.9 µM] | -14% | 25% | -11% | 0% | 2%
Cc1ccc(-n2nc(C(=O)c3ccccc3)n3c(=O)c(Cc4ccccc4)nnc23)cc1 | nt | 3% | nt | 24% | nt | -12% | nt | nt | -1%
COc1ccc(S(=O)(=O)Nc2ccc(-n3cccc3)cc2)cc1 | 0.0 | 2% | ? | 45%[activator] | -3% | -25% | -25% | ? | 6%
COc1c(Cl)cc(Cl)cc1C(=O)Nc1ccc(CN2CCCCC2)cc1 | -1.8 | 5% | 6% | ? | -7% | ? | 5% | -1% | -6%
CCCn1c(-c2ccccc2)nc2c(=O)n(C)c(=O)[nH]c21 | 0.7 | -7% | -6% | 3% | -4% | 15%&-26% | 19% | 0% | -11%
O=C(O)c1ccccc1C(=O)N(c1ccccc1)c1ccccc1 | nt | 21% | nt | ? | nt | 4% | nt | nt | -11%
Cn1c(SCc2ccccc2Cl)nc2c([nH]c3ccccc32)c1=O | 0.2 | -8% | nt | -4% | -5% | -24% | 4% | 0% | -8%[60.1 µM]
CCOC(=O)N1CCN(C(=O)CCNS(=O)(=O)c2ccc3c(c2)c(=O)n(C)c(=O)n3C)CC1 | -0.2 | 6% | -9% | 58%[activator] | 0% | -11% | 36% | -9% | -5%
COC(=O)C(C)Sc1nc2c([nH]c3ccccc32)c(=O)n1C (stereo not given) | -0.3 | 0% | 16% | 21% | 1% | -24% | 15% | -2% | -16%
CCOCCCN1CN(Cc2ccco2)CNC1=S | 0.6 | -5% | 5% | 28% | -3% | -26% | 0% | -1% | -6%
COc1cccc(-c2ncc3ccccc3c2COC(=O)c2cccc(Br)c2)c1 | 0.4 | 5% | -5% | 26% | nt | -7% | nt | nt | 8%
CCOC(=O)c1ccc2nc(C)c(CC)c(Cl)c2c1 | -1.0 | -1% | 8% | 80%[activator] | -3% | -1% | 25% | 1% | -1%
CCCc1nn(C)c2c(=O)[nH]c(-c3cc(S(N)(=O)=O)ccc3OCC)nc12 | -0.2 | 6% | 14% | 5% | -6% | 0% | -25% | -3% | -19%
Cn1c(C(O)c2ccccc2)nc(Cl)c1Cl (stereo not given) | -1.0 | 0% | 11% | 35%[activator] | ? | -13% | 22% | -1% | -14%
CCOc1ccc(S(=O)(=O)Nc2cccc(C(=O)NCC(c3ccco3)N(C)C)c2)cc1 (stereo not given) | 1.5 | 9% | -13% | 15% | nt | -35% | nt | nt | -12%
O=C(COc1ccccc1)Nc1ccccc1N1CCN(c2ccc(F)cc2)CC1 | 0.3 | nt | -3% | 11% | -13% | 0%[57.4 µM] | 1% | -2% | -5%
CC(C)CN(C(=O)CSc1nncn1-c1ccccc1)c1c(N)n(CC(C)C)c(=O)[nH]c1=O | 0.8 | -3% | 5% | 146%[activator] | -15% | -7% | 17% | -3% | -16%

In the list so far, 3 have a furan ring, fused or not:
SMILES | TRHR agonist | ERG-DNA inh | APE1 inh | Pol iota inh | Anesthetic bind | 12-LOX inh | POLB inh | BLM inh | POLK inh
Cc1occc1-c1nnc(SCC(=O)Nc2nc3ccccc3s2)o1 | -0.7 | -3% | 1% | -6%[58.9 µM] | -14% | 25% | -11% | 0% | 2%
CCOCCCN1CN(Cc2ccco2)CNC1=S | 0.6 | -5% | 5% | 28% | -3% | -26% | 0% | -1% | -6%
CCOc1ccc(S(=O)(=O)Nc2cccc(C(=O)NCC(c3ccco3)N(C)C)c2)cc1 (stereo not given) | 1.5 | 9% | -13% | 15% | nt | -35% | nt | nt | -12%
